Source: PubChem BioAssay (National Center for Advancing Translational Sciences (NCATS))
SW480 rereplic: induces DNA re-replication in SW480 colon adenocarcinoma cells; Potency, µM (series often up to 46.1 µM), inactives show top-dose re-replication activation, most hits filed as activators; AID 624297; SW480 DNA re-replication, Hoechst DNA content imaging, 48 h; 340,000 compounds, 1.8% hits; also: potency is read from the fitted curve at half-maximal effect; % of control where 0% means no effect; nearly all actives have a fitted effect of over 55% in size
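Per well, 250 cells were exposed to pinned compound for 48 hr. Nuclear DNA was visualised with Hoechst (40 min, 37 C) and total object intensity recorded by fluorescence scanning.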
ATXN viability: viability counter-screen for ATXN expression inhibitors. 400,000 compounds, 0.49% hits. Potency, µM (doses to about 56.7 µM), usual class: cytotoxic. S2 cells (HEK-293 line with an ATXN2-luciferase reporter) viability, CellTiter-Fluor protease fluorescence, 24 h; also: potency is read from the fitted curve at half-maximal effect; nearly all actives have a fitted effect of over 40% in size
KB-3-1 tox: kills parental KB-3-1 adenocarcinoma cells; KB-3-1 viability, CellTiter-Glo ATP luminescence, 72 h; Potency, µM (top dose mostly 46.1 µM), for inactives: at the top dose activity change, negative = cytotoxic, usual class: cytotoxic; 400,000 compounds, 1.4% hits; AID 1347075; also: potency is read from the fitted curve at half-maximal effect; % is scaled to controls: 0 for no effect and ±100 for the full control effect; nearly all actives have a fitted effect of over 60% in size
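KB-3-1 cells, DMEM (no phenol red) + 10% FBS; compound by pin transfer, 72 h, 37 °C. Readout: CellTiter-Glo luminescence after 10 min. Data normalized, curve-fitted.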
ATXN2 expr inh: ATXN2 expression inhibition; HEK-293 ATXN2-luciferase reporter, luminescence, 24 h; Potency, µM (highest dose often 57 µM), for the others: at the highest dose activity change, negative = inhibition, actives largely listed as inhibitors; 360,000 compounds, 0.72% hits; also: potency is read from the fitted curve at half-maximal effect; % is scaled to controls: 0 for no effect and ±100 for the full control effect; nearly all actives have a fitted effect of over 55% in size
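qHTS (up to 57 uM final) was run with 24 h compound exposure of reporter cells at 37 °C. Each well was multiplexed: SteadyGlo luminescence measured ATXN2-luciferase expression after a fluorogenic Gly-Phe-AFC viability readout (25 uM final).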
HT1080-NT tox: kills 2HG-producing HT-1080-NT fibrosarcoma cells; HT-1080-NT fibrosarcoma viability, CellTiter-Glo ATP luminescence, 48 h; Potency, µM (highest dose often 46.1 µM), for the others: at the top dose activity, negative = less viability, usual class: cytotoxic; 360,000 compounds, 1.6% hits;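 also: NT is the 2HG producing partner of a matched IDH1 knockdown line; potency is read from the fitted curve at half-maximal effect; 0% = DMSO-treated cells and -100% = media-only wells without cells; nearly all actives have a fitted effect of over 55% in size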
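Fibrosarcoma NT cells, 750 per well in 5% FBS RPMI, were exposed to compound for 48 hours. Viability: CellTiter-Glo luminescence.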
IL-1B inflam inh: inhibitors of inflammasome signaling (IL-1 beta secretion); activity change, % at 57.5 µM; 360,000 compounds, 4.7% hits; AID 743279; THP-1 LPS/ATP IL-1B secretion, AlphaLISA, 16 h; stronger effect = lower value; in the data active = activity change below about -50%; inconclusive = mostly about -30% to -49%; also: % is scaled to controls: 0 for no effect and ±100 for the full control effect
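Secreted IL-1B measured by AlphaLISA bead assay after 16 h compound exposure of THP-1 cells; compounds (final up to 57.5 uM) added 1 h before LPS (250 ng/mL) and ATP (1.25 mM) stimulation; lower signal means less secretion.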
HT1080 IDH1KD tx: kills HT-1080 cells with IDH1 knockdown; HT-1080 IDH1 knockdown viability, ATP luminescence, 48 h; Potency, µM (top dose mostly 46.1 µM), inactives show top-dose activity, negative = toxicity, hits mostly cytotoxic; 360,000 compounds, 2% hits;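 also: potency is read from the fitted curve at half-maximal effect; 0% = DMSO wells and -100% = cell-free medium wells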
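Luminescent ATP read-out (CellTiter-Glo, 10 min at room temperature) after 48 h compound exposure at 37 °C gave viability of IDH1-knockdown HT-1080 cells. Activity was normalised to DMSO and cell-free wells, then fitted as concentration-response curves.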
MCF10A rerep: inducers of DNA re-replication in MCF 10A breast cells. Potency, µM (highest dose often 46.1 µM), inactives show at the highest dose activity, positive = re-replication, hits mostly activators. AID 624296. 350,000 compounds, 2.9% hits. MCF 10A DNA re-replication, Hoechst nuclear intensity, 48 h; also: potency is read from the fitted curve at half-maximal effect; % of control where 0% means no effect; nearly all actives have a fitted effect of over 50% in size
KB-V1 MDR tox: KB-V1 MDR subline cytotoxicity; KB-V1 MDR cells viability, CellTiter-Glo, 72 h; Potency, µM (highest dose often 46.1 µM), without a hit: top-dose activity change, negative = cytotoxicity, hits mostly cytotoxic; 400,000 compounds, 3.4% hits; also: potency is read from the fitted curve at half-maximal effect; % is scaled to controls: 0 for no effect and ±100 for the full control effect; nearly all actives have a fitted effect of over 60% in size
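Cytotoxicity via CellTiter-Glo luminescence after 72 h compound exposure at 37 degrees C. Cells: drug-selected KB-V1 line, DMEM phenol-red free plus 10% FBS. Compounds tested at multiple concentrations; normalized data fitted to concentration-effect curves.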
An asterisk follows results filed as active; [ ] = another dose, or the depositor's remark. Unless noted, calls follow the shape of the dose curve; as a rule, active = well fitted curve in the direction sought with a large enough effect; inconclusive = small, poorly fitted or top-dose-only effect, or another doubt; inactive = no such curve, though single readings can be large; an effect the other way counts as inactive or inconclusive.

What do the screens show for `N#Cc1ccc(Cl)cc1NC(=O)CSc1cccc[n+]1[O-]`?
SW480 rereplic: -11.6%; ATXN viability: inconclusive; KB-3-1 tox: 3.4%; ATXN2 expr inh: 2.6%; HT1080-NT tox: -0.9%; IL-1B inflam inh: 18.5; HT1080 IDH1KD tx: 0.0%; MCF10A rerep: -8.3%; KB-V1 MDR tox: 16.3%

Results for CC(=O)Cn1cnc2c(sc3nc(C)cc(C)c32)c1=O ?
SW480 rereplic: 0.2%; ATXN viability: inactive; KB-3-1 tox: inconclusive; ATXN2 expr inh: 9.1%; HT1080-NT tox: inconclusive; IL-1B inflam inh: -64.1*; HT1080 IDH1KD tx: 2.8%; MCF10A rerep: 3.2%; KB-V1 MDR tox: 5.2%

Results for Cc1ccc(N2C(=O)C3CC3C2=O)cc1 (stereo not drawn) ?
SW480 rereplic: -11.6%; ATXN viability: inactive; KB-3-1 tox: 20.7%; ATXN2 expr inh: -13.9%[11.3 µM]; HT1080-NT tox: 9.9%; IL-1B inflam inh: 53.0; HT1080 IDH1KD tx: 12.6%; MCF10A rerep: -4.3%; KB-V1 MDR tox: 4.8%

How did COC(=O)c1c(C(=O)OC)c(-c2cccc(F)c2)n2c1CS(=O)(=O)C2 do in these assays?
SW480 rereplic: 9.0%; ATXN viability: inconclusive; KB-3-1 tox: -0.3%; HT1080-NT tox: -1.6%; IL-1B inflam inh: 7.9; HT1080 IDH1KD tx: 1.3%; MCF10A rerep: -0.1%; KB-V1 MDR tox: 11.3%

Results for Cc1ccsc1/C=N/NC(=O)CSCc1ccc(Cl)cc1 ?
SW480 rereplic: -8.5%; ATXN viability: inactive; KB-3-1 tox: 2.4%; ATXN2 expr inh: -7.7%; HT1080-NT tox: 3.0%; IL-1B inflam inh: -11.2; HT1080 IDH1KD tx: 2.3%; MCF10A rerep: 3.2%; KB-V1 MDR tox: 5.8%

How did COc1cccc(OCC(=O)O/N=C(\N)c2ccncc2)c1 do in these assays?
SW480 rereplic: -3.7%; ATXN viability: inactive; KB-3-1 tox: 4.9%; ATXN2 expr inh: 24.8%; HT1080-NT tox: -2.1%; IL-1B inflam inh: 1.1; HT1080 IDH1KD tx: 4.1%; MCF10A rerep: 4.6%; KB-V1 MDR tox: 11.1%

Results for COC1OC(COC(=O)c2ccccc2)C(OC(=O)c2ccccc2)C1OC(=O)c1ccccc1 (stereo not drawn) ?
SW480 rereplic: -13.3%; ATXN viability: inactive; KB-3-1 tox: -26.3%; ATXN2 expr inh: -3.3%; HT1080-NT tox: 11.8%; IL-1B inflam inh: -15.7; HT1080 IDH1KD tx: 14.3%; MCF10A rerep: -0.3%; KB-V1 MDR tox: inconclusive

What do the screens show for `COc1ccc(C(=O)Nc2ccc(OCC(=O)N3CCOCC3)cc2)c(OC)c1OC`?
SW480 rereplic: -2.0%; KB-3-1 tox: 23.5%; ATXN2 expr inh: 7.4%; HT1080-NT tox: -3.3%; IL-1B inflam inh: 9.9; HT1080 IDH1KD tx: -2.0%; MCF10A rerep: inconclusive; KB-V1 MDR tox: -20.3%

How did CCOc1ccc(/C=N/NC(=O)c2cccc3ccccc23)c(OCC)c1 do in these assays?
SW480 rereplic: 22.5%; ATXN viability: inactive; KB-3-1 tox: -13.9%; ATXN2 expr inh: -7.2%; HT1080-NT tox: 6.4%; IL-1B inflam inh: 50.6; HT1080 IDH1KD tx: 0.2%; MCF10A rerep: -5.6%; KB-V1 MDR tox: 0.0%

Results for O=C(NC1CCCc2ccccc21)c1cc(Cl)ccn1 (stereo not drawn) ?
SW480 rereplic: -78.0%[inhibitor]; ATXN viability: inactive; KB-3-1 tox: 2.6%; ATXN2 expr inh: 5.7%; HT1080-NT tox: -9.9%; IL-1B inflam inh: -6.8; HT1080 IDH1KD tx: -12.0%; MCF10A rerep: -10.2%; KB-V1 MDR tox: -9.7%

What do the screens show for `COCCCN1C(=O)N(c2ccc(F)cc2)C(=O)C1CC(=O)Nc1ccccc1` (stereo not drawn)?
SW480 rereplic: 0.4%; ATXN viability: inactive; KB-3-1 tox: 6.3%; HT1080-NT tox: 20.0%; IL-1B inflam inh: 3.2; HT1080 IDH1KD tx: 0.0%; MCF10A rerep: -14.4%; KB-V1 MDR tox: -5.7%

Results for CCCCn1nnnc1C(c1ccccc1)N1CCN(c2ccc(F)cc2)CC1 (stereo not drawn) ?
ATXN viability: inconclusive; KB-3-1 tox: -10.0%; ATXN2 expr inh: -1.7%; HT1080-NT tox: -2.0%; IL-1B inflam inh: -17.2; HT1080 IDH1KD tx: 5.1%; KB-V1 MDR tox: inconclusive

Results for O=C(NC1CC2CCCC(C1)N2Cc1ccco1)NC12CC3CC(CC(C3)C1)C2 (stereo not drawn) ?
SW480 rereplic: inconclusive; ATXN viability: inactive; KB-3-1 tox: -8.9%; ATXN2 expr inh: -11.9%; HT1080-NT tox: -1.1%; IL-1B inflam inh: -4.1; HT1080 IDH1KD tx: 4.4%; MCF10A rerep: inconclusive; KB-V1 MDR tox: 2.4%

Results for Cn1c(=O)c(/C=C/c2ccc(F)cc2)nc2ccccc21 ?
SW480 rereplic: 11.6µM*; KB-3-1 tox: inconclusive; ATXN2 expr inh: 27.5%; HT1080-NT tox: -6.5%; IL-1B inflam inh: -9.9; HT1080 IDH1KD tx: -15.5%; MCF10A rerep: inconclusive; KB-V1 MDR tox: inconclusive

How did CCN(CC)CCN(Cc1cc2ccc(C)cc2[nH]c1=O)C(=O)Nc1ccc(Cl)cc1 do in these assays?
SW480 rereplic: -0.3%; ATXN viability: inactive; KB-3-1 tox: inconclusive; ATXN2 expr inh: -3.0%; HT1080-NT tox: 2.7%; IL-1B inflam inh: -14.8; HT1080 IDH1KD tx: 17.9%; MCF10A rerep: -7.2%; KB-V1 MDR tox: 12.3%

What do the screens show for `Cc1cc2cc(CNC(=S)Nc3ccc(OC(F)F)cc3)ccc2[nH]1`?
SW480 rereplic: -3.8%; ATXN viability: inactive; KB-3-1 tox: -5.4%; ATXN2 expr inh: -9.5%; HT1080-NT tox: -3.4%; IL-1B inflam inh: -1.5; HT1080 IDH1KD tx: -0.3%; MCF10A rerep: inconclusive; KB-V1 MDR tox: 2.0%

How did COc1ccc(-c2cc(-c3ccccc3)nc(SCC(=O)Nc3nccs3)c2C#N)cc1 do in these assays?
SW480 rereplic: -4.9%; ATXN viability: inactive; KB-3-1 tox: -8.3%; ATXN2 expr inh: -2.3%; HT1080-NT tox: 10.8%; IL-1B inflam inh: 67.8; HT1080 IDH1KD tx: 6.2%; MCF10A rerep: inconclusive; KB-V1 MDR tox: inconclusive

Results for CCn1cc(/C=N/NC(=O)c2ccc3c(c2)OCO3)cn1 ?
SW480 rereplic: -3.7%; ATXN viability: inconclusive; KB-3-1 tox: 14.3%; ATXN2 expr inh: -4.2%; HT1080-NT tox: -0.5%; IL-1B inflam inh: 6.9; HT1080 IDH1KD tx: -0.2%; MCF10A rerep: -0.9%; KB-V1 MDR tox: inconclusive

How did COC(=O)CSc1nnc(COc2ccc3ccccc3c2)o1 do in these assays?
SW480 rereplic: -1.5%; ATXN viability: inactive; KB-3-1 tox: 17.8%; ATXN2 expr inh: 3.1%; HT1080-NT tox: 7.9%; IL-1B inflam inh: 13.9; HT1080 IDH1KD tx: 6.4%; MCF10A rerep: 0.4%; KB-V1 MDR tox: 0.0%

What do the screens show for `COc1ccccc1C(=O)NCCC(=O)N(C)CC(=O)Nc1ccc(Cl)cc1`?
SW480 rereplic: -2.7%; ATXN viability: inactive; KB-3-1 tox: 8.8%; ATXN2 expr inh: -8.1%; HT1080-NT tox: 2.0%; IL-1B inflam inh: 3.3; HT1080 IDH1KD tx: 4.3%; MCF10A rerep: -0.6%; KB-V1 MDR tox: -9.8%

What do the screens show for `Cc1cccc(OCc2nnc(SC(C)C(=O)O)n2-c2ccccc2)c1` (stereo not drawn)?
SW480 rereplic: -16.0%; ATXN viability: inactive; KB-3-1 tox: -3.3%; ATXN2 expr inh: 3.6%; HT1080-NT tox: -5.6%; IL-1B inflam inh: 89.9; HT1080 IDH1KD tx: 4.9%; MCF10A rerep: 4.4%; KB-V1 MDR tox: 18.9%

Results for CN1C(=O)c2ccccc2C(C(=O)O)C1c1cccc([N+](=O)[O-])c1 (stereo not drawn) ?
SW480 rereplic: -4.9%; ATXN viability: inactive; KB-3-1 tox: -0.7%; ATXN2 expr inh: 0.1%; HT1080-NT tox: 12.2%; IL-1B inflam inh: 3.7; HT1080 IDH1KD tx: 6.3%; MCF10A rerep: 8.2%; KB-V1 MDR tox: 22.1%

Results for O=C(NCc1ccccc1)C(c1ccccc1F)n1c(=O)c(-c2cc3ccccc3[nH]2)nc2ccccc21 (stereo not drawn) ?
KB-3-1 tox: -15.4%; HT1080-NT tox: inconclusive; IL-1B inflam inh: 67.7; HT1080 IDH1KD tx: inconclusive; KB-V1 MDR tox: -7.2%

What do the screens show for `COc1ccc(Nc2nc3ccccc3nc2NS(=O)(=O)c2ccc(Cl)cc2)cc1OC`?
ATXN viability: inactive; KB-3-1 tox: inconclusive; ATXN2 expr inh: -3.5%; KB-V1 MDR tox: inconclusive

How did CCOc1ccc(NC(=O)CSc2nc(=O)n(CCN3CCOCC3)c3c2CCCC3)cc1 do in these assays?
SW480 rereplic: -2.9%; ATXN viability: inactive; KB-3-1 tox: 4.9%; ATXN2 expr inh: -5.4%; HT1080-NT tox: 7.5%; IL-1B inflam inh: -1.0; HT1080 IDH1KD tx: 4.5%; MCF10A rerep: -1.1%; KB-V1 MDR tox: 1.7%

What do the screens show for `CCCc1cc(=O)n2c([nH]c3ccccc32)c1C#N`?
SW480 rereplic: -4.7%; ATXN viability: inactive; KB-3-1 tox: inconclusive; ATXN2 expr inh: -15.7%; HT1080-NT tox: -2.5%; IL-1B inflam inh: 7.6; HT1080 IDH1KD tx: 5.3%; MCF10A rerep: 2.8%; KB-V1 MDR tox: inconclusive
